Bioassay records as filed in PubChem.
PERK inh: blocks human PERK kinase | Q9NZJ5 | CHO PERK-DD fusion, SEAP luminescence translation reporter | inhibition, % at 5.6 µM | 220,000 tested, 0.17% active;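 active = inhibition above the mean inhibition of all tested compounds plus 3 SD, set separately per screening campaign, cut at about 2.9% in these data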;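 note: PERK kinase domain activated by AP20187 dimerizer at 100 nM; 0% = DMSO with dimerizer and 100% = rapamycin at 8.4 µM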
Target sequence (Q9NZJ5 whole entry, looked up, the tested form may be a part): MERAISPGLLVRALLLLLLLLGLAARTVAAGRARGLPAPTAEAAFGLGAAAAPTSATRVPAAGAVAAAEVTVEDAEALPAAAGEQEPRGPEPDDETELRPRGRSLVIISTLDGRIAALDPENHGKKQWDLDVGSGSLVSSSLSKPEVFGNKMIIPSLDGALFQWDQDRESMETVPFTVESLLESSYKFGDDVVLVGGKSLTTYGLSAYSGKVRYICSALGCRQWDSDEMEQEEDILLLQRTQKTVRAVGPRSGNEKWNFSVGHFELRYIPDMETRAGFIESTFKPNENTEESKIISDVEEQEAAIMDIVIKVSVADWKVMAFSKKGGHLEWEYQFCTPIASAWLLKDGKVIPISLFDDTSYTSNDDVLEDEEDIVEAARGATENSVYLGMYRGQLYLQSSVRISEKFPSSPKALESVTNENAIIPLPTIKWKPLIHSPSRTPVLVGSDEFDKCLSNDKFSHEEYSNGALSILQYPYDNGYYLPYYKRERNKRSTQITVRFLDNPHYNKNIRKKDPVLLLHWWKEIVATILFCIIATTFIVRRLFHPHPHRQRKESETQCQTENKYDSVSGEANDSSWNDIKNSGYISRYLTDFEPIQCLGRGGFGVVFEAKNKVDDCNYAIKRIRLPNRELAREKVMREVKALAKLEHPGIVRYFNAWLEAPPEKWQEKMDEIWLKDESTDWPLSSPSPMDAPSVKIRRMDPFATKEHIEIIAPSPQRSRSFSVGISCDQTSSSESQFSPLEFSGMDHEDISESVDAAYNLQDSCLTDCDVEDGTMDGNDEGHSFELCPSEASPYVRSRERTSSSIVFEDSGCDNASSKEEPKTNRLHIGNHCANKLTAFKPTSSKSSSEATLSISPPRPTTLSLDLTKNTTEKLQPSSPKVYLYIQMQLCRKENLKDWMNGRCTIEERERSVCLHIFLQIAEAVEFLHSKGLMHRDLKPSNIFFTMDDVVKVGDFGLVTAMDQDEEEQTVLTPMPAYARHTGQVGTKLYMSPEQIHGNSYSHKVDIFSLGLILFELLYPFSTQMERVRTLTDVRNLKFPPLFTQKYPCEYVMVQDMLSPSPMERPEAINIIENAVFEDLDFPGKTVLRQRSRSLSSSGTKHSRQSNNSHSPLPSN
zVAD death inh: blocks zVAD induced death of L929 cells | viability rescue, % at 10 µM | 220,000 tested, 0.38% active | AID 1377 | L929 zVAD necroptosis rescue, ATP luminescence, 24 h; with zVAD 60 µM;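 active = activation, scaled between plate controls, above about 75%, limit read from the data; inactive = activation under that limit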;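 note: 0% = zVAD with DMSO and 100% = DMSO alone without zVAD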
TNF necrop inh: blocks TNF-alpha induced death of Jurkat FADD-/- cells; Jurkat FADD-/- TNF necroptosis rescue, ATP luminescence, 24 h; 0 = TNF only, 100 = no-TNF cells; 220,000 tested, 0.068% active; activation (protection from cell death), % at 10 µM;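 active = activation, meaning protection from cell death, of at least 50% relative to plate controls; inactive = activation below 50%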;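 note: necroptosis triggered by 40 ng/mL TNF-alpha added together with compound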
Runt-CBFb FRET: Runt domain-CBFb interaction inhibition | Q01196+Q13951 | Cerulean-Runt/Venus-CBFb FRET ratio 530/480, 1 h | inhibition, % at 20 µM | 220,000 tested, 0.46% active | AID 1496;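 active = inhibition over about 50% at 20 µM in the single-dose screen, limit read from the data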;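 note: 0% = DMSO wells and 100% = excess unlabeled CBFb competitor control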
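Reagent – Venus-CBFb binding partner, 100 nM · Assay system – Cerulean-tagged RUNX1 Runt domain (FRET donor) fusion protein · Input – 100 nM per protein · Incubation – two 1 h room-temperature incubations shielded from light · Measured by – FRET fluorescence · Medium – Tris buffer pH 7.5 with salts and BSA · Benchmarks – unlabeled CBFb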
EP2 antag: inhibitors of human EP2 prostaglandin E2 receptor; P43116; C6 glioma cells expressing human EP2, cAMP TR-FRET; cells stimulated with saturating PGE2; inhibition, % at 25 µM; 260,000 tested, 0.52% active; AID 1422;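 active = percent inhibition above 40 after rounding to a whole number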;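 note: rat C6 glioma host cells with rolipram phosphodiesterase inhibitor present; the protocol text gives 20 µM as final concentration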
EP2 mod: modulates human prostaglandin E2 receptor EP2 signaling; P43116; EP2-expressing cells, cAMP HTRF FRET, PGE2 co-stimulation; induction, % at 25 µM; 260,000 tested, 0.83% active; AID 940;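 active = compounds whose cAMP rise, as percent of the full-agonist control response, exceeds 60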;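 note: rat C6 glioma line stably carrying human EP2 under a CMV promoter; the protocol text gives 20 µM as final concentration; 100% = response of wells given 1 µM PGE2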
Runt-SMMHC FRET: inhibitors of human RUNX1 Runt domain binding to CBFb-SMMHC; Cerulean-Runt/Venus-CBFb-SMMHC FRET ratio 530/480, 1 h; AID 1434; inhibition, % at 20 µM; 220,000 tested, 0.74% active;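 active = mean inhibition across duplicate retests at 20 µM reaching about 50%, limit read from the data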;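 note: 0% = DMSO wells and 100% = wells with excess untagged CBFb-SMMHC; inhibitors lower the FRET ratio by blocking Runt binding to CBFb-SMMHC; some results filed as inactive read as strong as hits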
Hck Nef HTS: inhibitors of human Hck kinase activated by Nef; 220,000 tested, 0.68% active; inhibition, % at 20 µM; Recombinant Hck-YEEI plus Nef, Z-Lyte FRET kinase assay;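 active = Hck-Nef kinase inhibition above about 50%, limit read from the data; inactive = inhibition below that limit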;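 note: 0% = DMSO with Hck plus Nef and 100% = Hck alone without Nef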
RBBP9 inhibitor: blocks human serine hydrolase RBBP9 | O75884 | AID 1515 | recombinant RBBP9, FP-Rh probe fluorescence polarization | inhibition, % at 7.94 µM | 220,000 tested, 0.2% active;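 active = inhibition above the campaign mean of all tested compounds plus 3 SD, cut at about 14% in these data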;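 note: plate controls were DMSO wells with RBBP9 for no effect and wells lacking RBBP9 protein for full effect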
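system = RBBP9 protein | input = RBBP9 at 2.5 µM in dispensed solution, before mixing | measured by = fluorescence polarization (mP), excitation 525 nm, emission 598 nm | incubation = enzyme-compound preincubation 30 min, then probe labeling 45 min, 25 °C | buffer or medium = Tris-NaCl-Pluronic buffer, pH 8.0 | compound = single dose 7.94 µM | also added = FP-Rh probe, 375 nM dispensing solution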
Active calls of the source: *; nt = no result given; & = joins results of further samples. This is a subset, so the mix of outcomes need not match the whole.

nr	Compound	Hck Nef HTS	Runt-SMMHC FRET	TNF necrop inh	zVAD death inh	EP2 mod	Runt-CBFb FRET	EP2 antag	RBBP9 inhibitor	PERK inh
1	COc1ccc(C2Nc3ccccc3C(=O)N2c2ccc(F)cc2)cc1Cn1nnc2ccccc21 (stereo not given)	-1	3	2.1	0.1	18	1	5	-2	0.0
2	COc1ccc(C(=O)NCCc2nnc(SCC(=O)Nc3ccccc3C(C)C)n2C)cc1	1	-2	-0.4	-0.8	6	1	2	-7	-1.3
3	COc1ccc2c(c1)CC[C@@H]1[C@@H]2CC[C@]2(C)C(=O)CC[C@@H]12	2	1	0.2	25	25	-3	19	-1	1.3
4	O=S(=O)(Nc1nc2ccccc2[nH]1)c1ccc2ccccc2c1	-2	2	-0.5	-0.7	14&15	4	8&4	3	-1.7
5	CC1CC1C(=O)OCC(=O)Nc1cccc(S(=O)(=O)NC2=NCCCCC2)c1 (stereo not given)	12	-3	1.7	0.3	9	3	9	-5	0.6
6	O=C(CCN1CCN(c2ccc(Cl)cc2)CC1)Nc1ccccc1F	1	1	0.0	-0.1	-32	-4	10	-10	-0.3
7	CC(N=Cc1cccc(O)c1O)c1ccccc1 (stereo not given)	5	13	-13	-0.4	30	17	11	-11	0.1
8	Cc1ccc(C(=O)N/N=C2\CC3CC=CC23)c(C)c1 (stereo not given)	4	0	-0.5	2.4	-5	-1	9	-6	0.0
9	O=C(NN1CCOCC1)C12CC3CC(CC(C3)C1)C2	4	0	0.7	1.2	-8	1	4	3	0.7
10	CN(C)c1cccc2c1c(NC(=O)Nc1ccc(F)cc1F)nn2C	9	-4	5.9	0.6	-6	7	13	3	-0.7
11	O=C1CC(Sc2ncccn2)C(=O)N1c1ccccc1C(F)(F)F (stereo not given)	-1	3	-0.5	-0.1	-7	13	14	2	0.1
12	Cc1ccc(C(=O)Nc2nnc(-c3ccco3)o2)cc1C	2	3	-2.1	0.9	-9	0	2	1	-0.4
13	CCc1ccc(C(C)NC(=O)Cc2ccc(F)cc2)cc1 (stereo not given)	2	1	2.7	0.7	11	0	3	3	0.4
14	CCC(=O)Nc1nonc1-c1nc2ccccc2n1Cc1ccccc1	1	-1	-3.5	0.2	43	-1	15	2	-0.2
15	COc1ccc2[nH]c3c(=O)n(CCCCC(=O)NCCN4CCCC4)c(=S)[nH]c3c2c1	2	35	-1.5	0.4	48	2	12	6	1.4
16	O=C1C2C3C=CC(C2C(=O)N1C1CCCCC1)C1C(=O)N(C2CCCCC2)C(=O)C31 (stereo not given)	0	-1	0.9	1.8	-1	0	18	6	0.4
17	Cc1ccc(-c2cc(C(=O)NCc3ccc4c(c3)OCO4)[nH]n2)c(O)c1C	1	-5	-2.6	0.4	-63	0	11	-14	2.2
18	CCCCCn1c(-c2ccco2)nc2nc3ccccc3nc21	18	31	-3.1	0.5	56	9	nt	-7	0.1
19	CC(=O)N/C(=C/c1ccc2c(c1)OCO2)C(=O)NCc1ccccc1	19	-2	0.4	9.6	12	3	1	-7	-0.2
20	CCc1ccc2c(CN3CCN(S(=O)(=O)c4cccs4)CC3)cc(=O)oc2c1	2	2	0.3	1.3	-12	1	3	2	0.7
21	CCOC(=O)C1=C(C)Nc2ccccc2N=C1NC(=O)C(CC)c1ccccc1 (stereo not given)	0	1	-0.8	-0.2	20	0	4	1	0.3
22	Cn1cc(CC(=O)N2CCN(c3ccccc3F)CC2)c2ccccc21	2	1	-0.7	-0.1	5	0	14	-6	0.0
23	O=C(Nc1cccnc1)/C(N=Nc1c(Cl)cccc1Cl)=C(\O)c1ccccc1	0	-1	-4.8	-0.2	58	-3	5	-7	-0.1
24	Cc1ccc2c(CC(=O)OCc3cc(=O)n4c(n3)sc3ccccc34)coc2c1	6	-9	-3.8	0.5	-12	-2	nt	11	1.8
25	CN(C)N=C1c2cc(S(=O)(=O)N3CCOCC3)ccc2-c2ccc(S(=O)(=O)N3CCOCC3)cc21	0	-6	4.3	1.1	4	-4	8	-2	0.5
26	CCOc1ccc(C2=Nc3ccccc3C(c3ccc(N4CCOCC4)cc3)=NN2)cc1	0	-7	-13	1.1	-41	-3	nt	2	-0.9
27	Cc1cccc2c1-c1sc(C(=O)NCCCN3CCc4ccccc4C3)cc1CO2	27	1	2.2	0.3	-10	-7	9	-5	1.0
28	C=CCNC(=O)/C(=C/c1cccc([N+](=O)[O-])c1)NC(=O)c1ccccc1	12	5	1.2	0.6	6	0	6	9	0.1
29	CCOC(=O)c1ccc(N2C(=O)CC(N3CCC(C(N)=O)(N4CCCCC4)CC3)C2=O)cc1 (stereo not given)	10	1	-0.2	0.1	13	1	nt	-7	0.7
30	Cc1cccc2cc(CN(Cc3cccnc3)C(=O)c3cccs3)c3nnnn3c12	19	nt	-0.3	0.4	-23&17	nt	21&7	0	1.0
31	CN(C)c1ccc(N/C=C/C(=O)c2ccco2)cc1	3	1	-2.3	0.0	-2	6	7	4	-0.2
32	CSc1nnc2c(n1)OC(c1cn(C)c3ccccc13)N(C(C)=O)c1ccccc1-2 (stereo not given)	3	3	-1.8	0.0	11	-2	13	-5	0.6
33	COc1nn(C(C)C(=O)N2N=C(C(F)F)CC2(O)C(F)F)cc1[N+](=O)[O-] (stereo not given)	8	0	-1.5	-0.2	14	-1	14	-10	-0.7
34	Cc1cccc(N=C2NC(=O)/C(=C/C=C/c3ccco3)S2)c1	29	-14	-0.5	2.0	-3	5	8	5	0.7
35	COc1cccc(CC2(CO)CCCN(C/C=C/c3ccccc3OC)C2)c1 (stereo not given)	-5	-2	2.2	1.0	-27	3	10	-5	1.3
36	CC(CN(C)Cc1ccccc1)OC(=O)c1ccccc1F (stereo not given)	1	-2	1.1	-0.7	32	-2	4	-2	-0.4
37	COc1ccc(Cl)cc1C(=O)NNC(=O)C1COc2ccccc2O1 (stereo not given)	-16	2	0.7	2.7	2	2	7	3	-0.1
38	C=CCOc1ccc(C2=NO[C@@H]3[C@@H]4C[C@@H]([C@H]5C(=O)N(C)C(=O)[C@@H]45)[C@H]23)cc1	20	2	1.3	-0.3	-39	-2	6	-5	-2.2
39	CCCC(=O)N(C)c1nnc(-c2ccc(OC)cc2)s1	5	-2	-2.0	-0.1	18	-4	13	-4	0.0
40	O=C(NC1CC1)C1CCN(C2CCN(C(=O)/C=C/c3cccc(F)c3F)CC2)CC1	16	3	1.8	-0.2	3	0	12	-8	0.2
41	Cc1ccccc1/C=C/C(=O)NCC(=O)N1CCC(N(C)C2CCCCC2C)CC1 (stereo not given)	-6	-3	1.6	-0.5	5	-1	7	-7	0.4
42	COc1cc(C(N)=O)cc(Cl)c1OC	-4	-2	0.1	0.5	-2	0	1	0	-0.3
43	CCn1c(-c2csc(-c3ccc(Cl)cc3)n2)n[nH]c1=S	2	0	-3.1	-0.5	49	9	nt	-4	0.1
44	Cc1nn2cc(-c3ccc(Cl)cc3)nc2s1	1	-4	-4.3	1.2	-7	2	3	-4	-0.5
45	CCOC(=O)C1=C(C)N(c2ccccc2)C(=O)/C1=C\c1ccco1	-2	-10	-0.3	0.4	49	-2	10	-3	-0.2
46	CCOc1cc(/C=N/NC(=O)C(=O)NCC2CCCO2)ccc1OCC(=O)N1CCOCC1 (stereo not given)	22	-2	1.2	-0.2	-15	1	6	-5	0.8
47	O=S(=O)(NCCc1cn2ccccc2n1)c1ccc2c(c1)OCCO2	-1	8	3.1	1.4	-44	0	8	-7	0.1
48	CC(=O)N1CCCC(C(=O)c2ccc(Oc3ccccc3)cc2)C1 (stereo not given)	23	0	-1.1	-0.2	-16	0	5	-8	-0.6
49	CCN1CCN(Cc2nc(N)nc(Nc3ccc(C)c(C)c3)n2)CC1	0	2	-1.2	0.1	-45	2	2	-6	-0.2
50	Cc1ccccc1C(=O)NNC(=O)c1ccoc1C	-3	-3	-1.8	-0.2	1	-1	8	-5	-0.3
51	COc1ccccc1-c1nc(SC)n[nH]1	8	2	-0.3	0.8	-5	1	1	-2	1.0
52	CCN(CC)C(=O)/C(=C/c1ccc2c(c1)OCO2)NC(=O)c1ccc(Br)cc1	1	16	1.8	-0.1	34	3	2	-3	-0.6
53	CN(Cc1ccccc1)c1nc(CN2CCOCC2)nc2scc(-c3ccccc3)c12	8	-4	0.7	-0.3	52	-5	13	-4	-0.1
54	COC(=O)c1ccc(COc2cc(O)c3c(c2)OC(C)(C)CC3=O)cc1	7	-3	-3.8	-0.3	-31	-5	11	5	1.0
55	Cc1ccccc1-n1cc(-c2ccc(Br)cc2)nc1SCC(N)=O	0	-1	1.3	-0.2	27	-1	5	-8	-0.3
56	COc1ccc(-c2nnc(SCC(=O)NCCc3ccccc3)o2)cc1	0	-3	1.3	-0.1	-6	-2	2	-2	-0.6
57	CCOC(=O)N1CCC(N2C(=O)c3ccccc3C2Nc2c(C)cccc2C)CC1 (stereo not given)	1	1	-2.7	-0.5	18	0	nt	-5	-0.7
